Bioassay records deposited in PubChem BioAssay by National Center for Advancing Translational Sciences (NCATS).
RGS4 inhibitor – human RGS4 inhibition | AID 504845 | P49798 | Potency, µM (series often up to 114 µM), for the others: top-dose activity change, negative = inhibition, actives largely listed as inhibitors | Transcreener GDP fluorescence polarization, RGS4-accelerated GTP hydrolysis | 390,000 tested, 0.039% active; also: potency is read from the fitted curve at half-maximal effect; % is scaled to controls: 0 for no effect and ±100 for the full control effect; nearly all actives have a fitted effect of over 75% in size; some results filed as inactive show a strong effect at the top dose
Target sequence (P49798 whole entry, looked up): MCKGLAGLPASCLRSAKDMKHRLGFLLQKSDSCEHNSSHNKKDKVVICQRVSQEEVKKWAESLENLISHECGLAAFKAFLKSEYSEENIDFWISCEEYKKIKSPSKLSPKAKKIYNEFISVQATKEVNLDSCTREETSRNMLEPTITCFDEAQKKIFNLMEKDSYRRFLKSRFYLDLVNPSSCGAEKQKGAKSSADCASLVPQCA
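MLSMR compounds (23 nl, pin-transferred) preincubated 10 min at room temperature with a 500nM (2x) first reagent, then RGS4 at 900nM (2x) plus Transcreener GDP mix added; fluorescence polarization (620/688 nm) read before and after 90 min at 30 °C.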
GLS inh – blocks human kidney-isoform glutaminase activity | O94925 | GLS enzymatic activity, qHTS titration | Potency, µM (doses to about 45.5 µM), inactives show top-dose activity change, negative = inhibition, most hits filed as inhibitors | 410,000 tested, 0.21% active | AID 624170; also: potency is read from the fitted curve at half-maximal effect; % is scaled to controls: 0 for no effect and ±100 for the full control effect
Target sequence (O94925 whole entry, looked up, canonical isoform): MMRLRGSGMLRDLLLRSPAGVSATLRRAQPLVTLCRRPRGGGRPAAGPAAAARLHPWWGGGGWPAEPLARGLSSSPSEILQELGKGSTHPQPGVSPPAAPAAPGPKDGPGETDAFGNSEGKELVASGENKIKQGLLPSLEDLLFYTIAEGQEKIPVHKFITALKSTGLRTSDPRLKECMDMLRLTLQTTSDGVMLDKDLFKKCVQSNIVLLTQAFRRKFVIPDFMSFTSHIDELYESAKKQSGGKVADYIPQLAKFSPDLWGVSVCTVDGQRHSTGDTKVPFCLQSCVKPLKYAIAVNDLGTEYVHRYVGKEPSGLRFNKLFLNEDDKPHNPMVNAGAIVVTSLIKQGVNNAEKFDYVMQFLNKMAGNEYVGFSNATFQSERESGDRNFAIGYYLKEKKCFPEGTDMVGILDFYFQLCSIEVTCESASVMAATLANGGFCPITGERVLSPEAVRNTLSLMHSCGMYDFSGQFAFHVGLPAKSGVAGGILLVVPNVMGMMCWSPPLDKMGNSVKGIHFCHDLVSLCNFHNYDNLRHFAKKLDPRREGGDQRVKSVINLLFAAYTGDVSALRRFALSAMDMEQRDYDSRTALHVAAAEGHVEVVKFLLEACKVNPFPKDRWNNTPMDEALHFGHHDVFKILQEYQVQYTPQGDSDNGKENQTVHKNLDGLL
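Glutamate formation by hKGA was monitored fluorometrically using coupled glutamate oxidase, HRP and Amplex Red. Substrate was added as 1 mM L-glutamine solution; incubation was 30 min at RT after an initial read.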
JMJD2A Tudor inh – inhibitors of human JMJD2A Tudor domain; AlphaScreen JMJD2A-Tudor / H3K4me3 peptide binding; Potency, µM (doses to about 114 µM), without a hit: at the top dose activity change, negative = inhibition, most hits filed as inhibitors; 390,000 tested, 4.4% active; also: potency is read from the fitted curve at half-maximal effect; % is scaled to controls: 0 for no effect and ±100 for the full control effect; nearly all actives have a fitted effect of over 50% in size
ERG-DNA inh – ERG Ets/DNA interaction inhibition | AID 624246 | 370,000 tested, 0.028% active | Potency, µM (doses to about 76.9 µM), for the others: top-dose FP activity, negative = inhibition, hits mostly inhibitors | fluorescence polarization, His-ERG Ets domain / labelled DNA; active = well fitted inhibition curve with a large enough effect in the polarisation, with a control signal flat; inconclusive = small, poorly fitted or top-dose-only effect, or effect the other way, or a change in a side signal; inactive = no such curve, though single readings can be large or run the other way; the % refers to the polarisation;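 also: polarization taken with two DNA probes labelled with fluorescein and Texas red; potency is read from the fitted curve at half-maximal effect; % of control where 0% means no effect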
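His-tagged ERG Ets domain (1 uM in the protein solution; 300mM KCl, 50mM Tris-HCl, 1mM EDTA, 1mM DTT, pH 7.5) received compound, then a probe mix of 5 nM fluorescein-DNA and 100nM Texas-615-DNA. Fluorescence polarization was read for both dyes.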
BAZ2B inh – BAZ2B (human) inhibition; Potency, µM (doses to about 114 µM), for the others: top-dose activity change, negative = inhibition, most hits filed as inhibitors; 360,000 tested, 4.4% active; Q9UIF8; AlphaScreen BAZ2B-H3K14Ac peptide displacement; AID 504333; also: potency is read from the fitted curve at half-maximal effect; % is scaled to controls: 0 for no effect and ±100 for the full control effect; nearly all actives have a fitted effect of over 60% in size
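Protein-peptide AlphaScreen: BAZ2B 50 nM, b-H3K14Ac 50 nM, 1x PBS pH 7.4 + 0.01% Tween-20. Preincubation 30 min RT; cpd 30 min RT (top 110 uM); beads 20 min RT, light-protected.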
ALOX12 inh – ALOX12 (human) lipoxygenase inhibition | 580,000 tested, 1.1% active | P18054 | Potency, µM (doses to about 108 µM), for inactives: at the top dose activity change, negative = inhibition, actives largely listed as inhibitors | purified 12hLO, xylenol orange hydroperoxide absorbance; also: potency is read from the fitted curve at half-maximal effect; % is scaled to controls: 0 for no effect and ±100 for the full control effect
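Purified human 12hLO at 150 nM in 25 mM Hepes, 0.01% Triton X-100, pH 7.0, preincubated 15 min at room temperature with compound. Reaction started with 40 uM arachidonic acid, 30 min at room temperature. Hydroperoxide measured by Fe-xylenol orange, 573/405 nm absorbance ratio.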
PI4K2A block – blocks human PI4K2A kinase activity. Q9BTU6. purified PI4K2A, ADP-Glo luminescence, 1 h; stronger effect = lower value. activity change, negative = inhibition, % at 76.9 µM. 420,000 tested, 0.13% active. AID 1346378; in the data active = activity change below about -50%; inconclusive = mostly about -30% to -49%;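 also: -100% = wells without enzyme as full effect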
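ADP-Glo luminescence measured ADP generated by PI4K2A enzyme (4 ug/mL before mixing) with 1.2 mM PI substrate (pre-mix) and 300 microM ATP (pre-mix). Tris pH7.5 buffer with MgCl2, Triton X-100; 1 h reaction at ambient temperature.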
HP1b binding inh – blocks HP1-beta chromodomain binding to methylated histone tails; Potency, µM (highest dose often 114 µM), inactives show at the top dose activity change, negative = inhibition, hits mostly inhibitors; 390,000 tested, 0.56% active; P83916; AlphaScreen HP1-beta / biotin-H3K9me3 peptide binding; also: potency is read from the fitted curve at half-maximal effect; nearly all actives have a fitted effect of over 70% in size; inactives centre near 23
Target sequence (P83916 whole entry, looked up): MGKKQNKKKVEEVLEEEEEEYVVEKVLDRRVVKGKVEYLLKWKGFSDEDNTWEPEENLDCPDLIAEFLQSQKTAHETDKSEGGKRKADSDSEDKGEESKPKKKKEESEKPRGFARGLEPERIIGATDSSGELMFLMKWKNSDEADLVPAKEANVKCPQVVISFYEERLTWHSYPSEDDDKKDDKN
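HP1-beta protein (50 nM final) preincubated 30 min at room temperature with biotinylated H3(1-18)K9me3 peptide (50 nM) in PBS pH 7.4, 0.01% Tween-20, then compound added for 30 min. AlphaScreen streptavidin donor/nickel chelate acceptor beads (10 ug/mL final), 30 min dark, luminescence read.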
G9a inh – G9a (human) methyltransferase inhibition | Q96KQ7 | G9a H3K9 monomethylation, AlphaScreen, 2 h | Potency, µM (top dose mostly 102 µM), without a hit: top-dose activity, negative = inhibition, most hits filed as inhibitors | 350,000 tested, 8.8% active | AID 504332; also: potency is read from the fitted curve at half-maximal effect; % is scaled to controls: 0 for no effect and ±100 for the full control effect; nearly all actives have a fitted effect of over 75% in size
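Signal arises when biotinylated H3K9 peptide, once monomethylated, bridges streptavidin donor and antibody-captured acceptor beads. Enzyme at 20 nM was preincubated 15 min with test compounds; peptide 500 nM and SAM 20 uM then reacted for 2 h.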
The depositor's hits bear a star; ? = inconclusive; . = not tested or not shown; & = joins results of further samples; [ ] = another dose, or the depositor's remark. Unless noted, calls follow the shape of the dose curve; as a rule, active = well fitted curve in the direction sought with a large enough effect; inconclusive = small, poorly fitted or top-dose-only effect, or another doubt; inactive = no such curve, though single readings can be large; an effect the other way counts as inactive or inconclusive.

RGS4 inhibitor,GLS inh,JMJD2A Tudor inh,ERG-DNA inh,BAZ2B inh,ALOX12 inh,PI4K2A block,HP1b binding inh,G9a inh,structure
-19%,-3%,4%,-1%,1%,5%,-1,34%,8%[59 µM],COc1cc(/C=C/C(=O)NC(C)(C)C)ccc1OCc1ccccc1
-15%,2%,-14%,-1%,.,-2%,8,12%,.,O=C(CN1C(=O)NC2(CCCCCC2)C1=O)NCc1ccc(Cl)cc1
-13%,-5%,-12%,0%,5%,16%,-3,23%,7%[2.33 µM],C[C@H](NC(=O)c1nc[nH]c1C(=O)N1CCN(C(=O)OC(C)(C)C)CC1)c1ccccc1
-13%,2%,?,-4%,3%,-25%,7,16%,?,OC(CN1CCN(c2ccccc2)CC1)c1ccc2c(c1)CCN2 (configuration not stated)
0%,-7%,4%,7%,4%,?,3,38%,14%[59 µM],CCOc1ccccc1NC(=O)CSc1nc2c(oc3ccccc32)c(=O)n1C(C)C
6%,5%,-26%,3%,-3%,-39%,-2,-6%,-10%,COc1ccc(OC)c(NC(=O)CSc2nnc(C3CCCCC3)n2N)c1
-2%,2%,-5%,-5%,-6%,24%,-3,27%,-5%[59 µM],CCN(CC)S(=O)(=O)c1ccc(C(=O)NNc2nc(-c3ccccc3)c3cc(Br)ccc3n2)cc1
5%,9%,0%,5%,3%,-2%,-3,26%,-9%[2.33 µM],CC(c1ccccc1)C(NC(=O)OCC1c2ccccc2-c2ccccc21)C(=O)O (configuration not stated)
20%,2%,-21%,-2%,-15%,-19%,5,34%,7%,COc1ccc(Cl)cc1C(=O)OCC(=O)NCCNC(=O)COC(=O)c1cc(Cl)ccc1OC
-50%,-12%,-10%,0%,-4%,8%,-8,31%,1%[59 µM],COc1ccc(-n2c(=O)c3c4c(sc3n(Cc3cc(=O)n5c(C)cccc5n3)c2=O)CCC4)c(OC)c1
-8%,-17%,2%,-18%,38%[activator],-9%,4,33%,8%[0.501 µM],Cc1ccc2[nH]c(C(=O)N3CCN(c4cccc(Cl)c4)CC3)cc2c1
-16%,3%,-24%,-1%,54%[activator],0%,3,-1%,-14%[59 µM],Cc1n[nH]c(C)c1N1C(=O)c2cccc3c(Br)ccc(c23)C1=O
12%[56.9 µM],5%,-7%,5%,-15%,1%,2,44%[activator],-1%,CN(CC(=O)NCc1ccccn1)S(=O)(=O)c1ccc(Br)cc1
13%,4%,-11%,-3%,-19%,0%,1,28%,-4%,CC12CC3CC(C)(C1)CC(C(=O)Nc1nncs1)(C3)C2
2%,-3%,-6%,-7%,.,-3%,7,26%,.,CSc1ccc(Cl)c(C(=O)NNC(=O)c2cccs2)c1
0%,-2%,0%,12%,-8%,3%,3,30%,18%,O=C(COc1ccc2c3c(c(=O)oc2c1)CCC3)NCC1CCC(C(=O)O)CC1 (configuration not stated)
-3%,11%,-15%,2%,-30%,-16%,5,7%,?,CCN1CCN(C(=O)c2ccc(C(F)(F)F)cc2)CC1
-3%[11.4 µM],-1%,-29%,5%,-6%,7%,-3,1%,10%,COC(CNS(=O)(=O)c1cc2c3c(c1)CCN3C(=O)CC2)OC
16%,2%,-16%,9%,-8%,21%,-1,26%,.,CCc1ccc(S(=O)(=O)NCc2cccnc2)cc1
4%,0%,-17%,11%,-36%,-27%,-1,1%,-8%[59 µM],CN(C(=O)CSc1nc2ccccc2n1Cc1ccccc1C#N)c1ccccc1
?,18%,6%,1%,?,?,-19,19%,25µM*,COc1cccc2c(=O)c3cccc(N)c3[nH]c12
4%,0%,-24%,4%,9%,-2%,4,12%,-12%[2.33 µM],c1ccc(NC2=NCCN2CC2CCC2)cc1
-25%,6%,-14%,-18%,-25%,-11%,-3,57%[activator],28%[12.7 µM],COc1cc(NC(=S)NCC2CCCO2)c(OC)cc1Cl (configuration not stated)
14%,-1%,-11%,-4%,-9%,4%,0,27%,-4%,CC1(C)CC(=O)C(C2NCCc3ccccc32)=C(O)C1 (configuration not stated)
9%,20%,?,-2%,2%,10%,2,15%,-14%[59 µM],Cc1ccc(OCC(=O)NNC(=O)c2cc(C)[nH]n2)cc1
-1%,12%,-22%,-7%,-1%,-26%,-2,28%,4%[59 µM],CCC(C(=O)Nc1cc(Cl)ccc1OC)n1nc(-c2ccccc2)ccc1=O (configuration not stated)
29%,3%,-3%,-4%,-5%,23%,9,32%,?,O=C1CC(NCc2ccc3c(c2)OCO3)C(=O)N1Cc1ccc2c(c1)OCO2 (configuration not stated)
-4%,1%,-15%,-2%,4%,-6%,-2,28%,.,COC(=O)c1ccc(NC(=O)C2CCCCC2C(=O)O)cc1 (configuration not stated)
-3%,5%,-28%,-1%,-17%,-13%,-5,-9%,.,COc1ccc(OC)c(NC(=O)C(=O)c2cn(CC(=O)N3CCCC3)c3ccccc23)c1
-2%,2%,-34%,-7%,.,?,-6,24%,.,Cc1cc(OCc2cn(CC(=O)c3ccc(O)cc3)nn2)ccc1[N+](=O)[O-]
-14%,1%,-18%,1%,-25%,0%,-4,35%,7.9µM*,CCOc1ccc(N2C(=O)CC(N3CCN(c4ccc([N+](=O)[O-])cc4)CC3)C2=O)cc1 (configuration not stated)
2%,10%,?,1%,.,0%,1,?,.,Cc1ccc(CN2CCN(c3ccccc3Cl)CC2)o1
-27%,-19%,-24%,-5%,.,0%,-4,13%,-7%,CCOc1ccc(NC(=O)CN(C)CC(=O)Nc2ccc(Br)cc2F)cc1OCC
23%,10%,1%,12%,6%,10%,-15,15%,5%,COc1ccc(S(=O)(=O)NCC(=O)N(CC(=O)NCC2CCCO2)c2c(C)cccc2C)cc1 (configuration not stated)
-4%,7%,-13%,5%,.,8%,-1,86%[activator],.,CN(C(=O)c1cccc(NC(=O)Cc2cccc(NC(=O)C3CCCN(C(=O)C4CCCC4)C3)c2)c1)C1CCC1 (configuration not stated)
-24%,-5%,5%,6%,7%,-23%,1,33%,1%,COC(=O)c1cc(CNC(=O)c2cccc(Cl)c2)ccc1OC
-8%,-20%,2%,-9%,-1%,2%,1,30%,-3%,COc1ccccc1CNC(=O)C1CCN(S(=O)(=O)c2cccc3nonc23)CC1
?,-2%,?,42%[activator],.,.,-53*,9%,.,CC[C@]12c3[nH]c4cc(-c5ccco5)ccc4c3CCN1C(=O)[C@@H](CC(=O)NCCC1=CCCCC1)C[C@@H]2C(=O)N1CCN(C(=O)c2ccco2)CC1
14%,10%,-10%,3%,-4%,-3%,0,12%,13%[2.33 µM],O=S(=O)(NCC1(N2CCOCC2)CCCCC1)c1ccc(F)c(F)c1F
-23%,-1%,-4%,2%,5%,-1%,-2,28%,6%[59 µM],CCc1ccccc1N(C)C(=O)c1cn(CC(C)C)c(=O)c2cc(OC)c(OC)cc12
-6%,1%,-21%,-7%,-16%,6%,-2,30%,23%,Cc1ccc(CCNC(=O)C2CCN(S(=O)(=O)c3cccc4cccnc34)CC2)cc1
15%,1%,-7%,.,-2%,-4%,-1,16%,-9%[12.7 µM],Cc1ccc(C(=O)OCC(=O)N2C(C)CCCC2C)s1 (configuration not stated)
6%,0%,-7%,5%,.,17%,-4,39%[activator],.,CC(=O)n1c(=O)oc2ccccc21
27%,6%,-12%,-10%,.,-5%,-1,11%[57 µM],.,O=C1NCC(Nc2ccccc2Cl)C(=O)N1 (configuration not stated)
-49%,3%,20µM*,?,.,?,-1,39%[activator],.,CCCCc1nc2sc3c(=O)[nH]c(=S)[nH]c3c2c2c1CCC2
14%,1%,-21%,0%,-39%,-26%,4,5%[57 µM],-14%,O=C(CN1CCN(c2cccc(Cl)c2)CC1)c1ccc(O)cc1O
-20%,-5%,-11%,15%,-5%,?,-6,36%,13%,Cc1ccc(NC(=S)NC2CCCC2)c(C)c1
-22%,0%,?,-2%,.,3%,-1,18%,.,COc1cc2nc(CN3CCN(S(=O)(=O)c4cc(C)ccc4C)CC3)[nH]c(=O)c2cc1OC
11%,8%,-13%,-8%,-6%,1%,-1,26%,-4%,CN(NS(=O)(=O)c1ccc(Cl)cc1)c1nc(C(F)(F)F)nc2ccccc12
-2%,27%,14%,4%,-15%,-1%&-12%,-2,47%[activator],20%,COc1ccc(-c2c(C)c3ccc(O)cc3oc2=O)cc1OC
-4%,36%[activator],0%,-6%,0%,8%,1,12%,-3%,O=C(CSc1ccc(Cl)cc1)Nc1ccc(C2SCCS2)cc1

Just ERG-DNA inh and GLS inh (three entries from above):
molecule | ERG-DNA inh | GLS inh
CCCCc1nc2sc3c(=O)[nH]c(=S)[nH]c3c2c2c1CCC2 | ? | 3%
O=C(CN1CCN(c2cccc(Cl)c2)CC1)c1ccc(O)cc1O | 0% | 1%
Cc1ccc(NC(=S)NC2CCCC2)c(C)c1 | 15% | -5%

A portion of the library. The share of hits here may be higher or lower than overall.
